Screening data from PubChem BioAssay.
NR2E3 ag-1: NR2E3 (human) agonism | Q9Y5X4 | GST-NR2E3/biotin-RetCOR TR-FRET, 1536-well | inhibition of corepressor binding, % at 4.78 µM | 0.12% of 320,000 active | AID 2300;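 active = percent inhibition above the cutoff of mean plus 3 SD of all tested compounds, set per screening campaign, cut at about 20% in these data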;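 note: 0% = DMSO wells and 100% = biotin wells as full block of FRET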
Target sequence (Q9Y5X4 whole entry, looked up): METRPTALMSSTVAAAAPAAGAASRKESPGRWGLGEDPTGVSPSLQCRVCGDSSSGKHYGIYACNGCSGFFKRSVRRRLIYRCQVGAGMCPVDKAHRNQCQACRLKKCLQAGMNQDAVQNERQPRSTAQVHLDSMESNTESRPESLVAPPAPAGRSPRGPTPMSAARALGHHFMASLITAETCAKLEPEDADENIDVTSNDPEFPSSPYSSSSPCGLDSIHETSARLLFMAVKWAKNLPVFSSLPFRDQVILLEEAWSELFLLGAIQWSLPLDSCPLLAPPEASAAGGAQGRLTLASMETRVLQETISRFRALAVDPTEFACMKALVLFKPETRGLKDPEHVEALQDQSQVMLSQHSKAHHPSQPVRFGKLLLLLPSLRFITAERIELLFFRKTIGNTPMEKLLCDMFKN
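Material: NR2E3–RetCOR corepressor complex / Incubation: Compound–protein incubation for 5 h at 4 °C / Dosing: compound at 4.8 µM, single dose / Detection: time-resolved FRET / Benchmarks: high control biotin, low control 0.6% DMSO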
hiPSC survival: enhancers of human iPSC single-cell survival; survival enhancement, % at 20 µM; AID 602274; 0.044% of 360,000 active; hiPSC single-cell survival, ATPlite luminescence; 100% = ROCK inhibitor wells, 0% = DMSO; in the data active = survival enhancement above about 18%;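 note: cells exposed to compounds for 16 hours before the ATP read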
MITF TRPM1 inh: reduces MITF-dependent TRPM1 promoter luciferase signal; SK-MEL-5 TRPM1 promoter luciferase, 24 h; inhibition, % at 12.5 µM; 0.83% of 330,000 active; AID 488899;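 active = mean inhibition across replicates of 60% or more, whatever share of single replicates reaches that level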; note: values of inactives mirror those of a sister screen read the other way
Peg3 promoter: inhibitors of Peg3 promoter. HeLa PEG-Prom luciferase reporter, luminescence, overnight. inhibition, % at 20 µM. 1.7% of 360,000 active. AID 588405;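 active = inhibition of at least 50% at 20 µM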
Shn3 inh set2: reduces Shn3 3'UTR luciferase signal in osteoblasts | Clone20 osteoblast Shn3 3'UTR firefly luciferase, 24 h | inhibition, % at 12.5 µM | 0.52% of 360,000 active | AID 588674;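 active = mean inhibition of at least 75% with every replicate also reaching 75%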;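 note: 0% = median of neutral control wells and 100% = pilot-screen positive control compound; some compounds past the cut are filed as inactive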
HIF-2a block: blocks HIF-2a reporter activity; 786-0 RCC cells HIF-2a reporter, luciferase luminescence, overnight; inhibition, % at 18.8 µM; 0.72% of 360,000 active;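 active = inhibition of the luminescence signal of 40% or more relative to plate controls, in a single-dose primary screen at 18.75 µM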
CF NFkB inh: blocks PAF-induced NF-kB reporter in cystic fibrosis cells | inhibition, % at 5 µM | AID 588850 | 0.86% of 360,000 active | KKLEB NF-kB-GFP reporter, GFP fluorescence overnight;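 active = at least 50% inhibition at 5 µM, scaled per plate between neutral and stimulator controls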;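 note: PAF is a Pseudomonas aeruginosa culture filtrate used as stimulus; plate controls were PAF-stimulated DMSO wells for no effect and unstimulated DMSO wells for full effect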
NR2E3 ag-2: activates human NR2E3 receptor; Q9Y5X4; CHO-S Gal4-NCOR/VP16-NR2E3 two-hybrid, luciferase; inhibition of corepressor binding, % at 3.98 µM; 0.35% of 360,000 active; AID 602229;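 active = inhibition above the mean of all tested compounds plus 3 SD, cut at about 70% in these data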;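 note: 0% = DMSO with NR2E3 transfected cells and 100% = cells lacking NR2E3 construct; higher means lower luciferase signal from less NR2E3 corepressor binding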
KKLEB tox: reduces viability of KKLEB cystic fibrosis airway cells | activity change (cytotoxicity), % at 5 µM | 0.36% of 360,000 active | KKLEB CF airway cells viability, ATPlite luminescence, overnight; hits give low values; cells stimulated with P. aeruginosa culture filtrate;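 active = corrected activity change at or below -50% at 5 µM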
TWEAK-Fn14 inh: inhibitors of TWEAK-Fn14 interaction signaling | inhibition, % at 10 µM | TWEAK-stimulated Fn14 reporter cells, luciferase luminescence, 8 h | 2% of 360,000 active; in the data active = inhibition above about 50%
aDG glyco act: alpha-DG glycosylation activation; Pro5-aDG cells, alpha-DG glycosylation AlphaScreen (IIH6); 0% Pro5, 100% B10-LARGE cell signal; activation, % at 10 µM; 0.22% of 360,000 active; AID 624168;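 active = activation of at least 8% versus controls, or a plate z-score of at least 8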;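 note: Pro5 are CHO cells carrying HIG-tagged alpha-DG that lacks glycosylation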
Starred values were filed as active, the others as inactive; nt = not tested or not shown.

1	CCN(CC)CCN(Cc1cc2cc3c(cc2[nH]c1=O)OCO3)C(=S)NCCCN(C)C
2	CN(Cc1ccc(F)cc1)C(=O)CN1CCN(S(=O)(=O)c2ccc3c(c2)OCCCO3)CC1
3	CC(=O)c1ccc(NC(=O)COc2ccccc2C(=O)Nc2ccc(C)cn2)cc1
4	COC(=O)c1cccc(CN2C(=O)C(C)Sc3ccc(C)cc32)c1 (stereo not drawn)
5	Cc1ccc(C2=NN(C(=O)CCCC(=O)O)C(c3ccc4c(c3)OCO4)C2)cc1 (stereo not drawn)
6	Cc1cc(=O)[nH]c2c1c(C)nn2C1CCOC(C)(C)C1 (stereo not drawn)
7	CCC1(O)CC(c2ccccc2)=NN1C(=O)c1ccccc1F (stereo not drawn)
8	CCOC(=O)C1CCN(C(=O)CNC(=O)Cn2c(C)cc3ccccc3c2=O)CC1

entry no.	1	2	3	4	5	6	7	8
NR2E3 ag-1	-2.1	nt	-1.3	nt	-2.2	-0.6	5.3	-1.9
hiPSC survival	-0.3	-2.4	0.7	-2.5	0.2	-1.0	-0.6	0.2
MITF TRPM1 inh	9.4	nt	-3.1	nt	-0.4	5.2	-4.1	0.4
Peg3 promoter	16.7	13.1	-8.8	-33.0	12.3	-1.1	5.7	5.2
Shn3 inh set2	-8.8	-14.2	5.1	12.2	4.7	-7.2	13.8	-4.5
HIF-2a block	26.9	10.7	-29.5	-55.8	13.8	5.4	4.5	15.4
CF NFkB inh	-22.0	15.8	-1.5	9.8	2.5	-1.5	5.8	1.8
NR2E3 ag-2	-15.5	32.9	3.1	-11.7	-25.0	-3.2	-50.4	-16.7
KKLEB tox	3.6	-16.7	3.4	-8.6	-10.7	-3.9	13.1	2.5
TWEAK-Fn14 inh	-0.1	6.5	-7.3	8.8	-17.3	-6.2	1.8	2.1
aDG glyco act	-0.2	0.3	-0.1	1.0	0.0	0.1	0.0	-0.1

9	CCC1CCCCN1C(=O)c1nn2cccnc2c1Cl (stereo not drawn)
10	Nc1cccc(-n2cccc2)c1
11	CC(=O)c1ccc(OCC(=O)N2CCCC2c2ccc3c(c2)OCCCO3)cc1 (stereo not drawn)
12	CN(C(=O)c1cccc(NC(=O)Cc2ccc([N+](=O)[O-])cc2)c1)C1CCC1
13	COc1ccc(C2C(C#N)=C(N)Oc3n[nH]c(C)c32)cc1Cn1nc(C)c([N+](=O)[O-])c1C (stereo not drawn)
14	O=C(NNS(=O)(=O)c1ccc(Cl)cc1)c1cc(-c2ccccc2)nc2ccccc12
15	CS(=O)(=O)N1CCC(C(=O)Nc2cc(Cl)ccc2Cl)CC1
16	COc1cccc(Nc2ncnc3ccccc23)c1

entry no.	9	10	11	12	13	14	15	16
NR2E3 ag-1	0.6	1.6	nt	nt	3.8	-2.3	1.0	2.4
hiPSC survival	-1.8	-2.6	1.6	-3.6	-0.2	-0.8	1.1	-0.5
MITF TRPM1 inh	-7.8	11.3	-8.2	29.9	-14.4	6.6	-8.8	-79.1
Peg3 promoter	-6.1	-2.0	-2.0	5.2	17.4	9.0	6.7	-233.0
Shn3 inh set2	-4.8	7.9	9.5	9.4	-8.3	-15.1	-9.6	-45.3
HIF-2a block	6.2	2.3	2.6	17.3	24.9	-7.8	8.8	-257.6
CF NFkB inh	6.0	19.7	-28.2	16.7	-3.2	7.0	2.5	26.5
NR2E3 ag-2	29.7	1.7	8.6	-0.8	-34.5	-20.3	-18.0	-98.6
KKLEB tox	-3.2	-22.5	-14.1	1.2	-0.7	-3.6	-0.1	4.0
TWEAK-Fn14 inh	-9.8	8.6	-4.7	4.3	0.6	19.9	-2.5	5.8
aDG glyco act	0.2	0.1	0.1	1.5	0.0	-0.2	0.4	0.1

Rewritten with bars between the fields: part of the list above.
No. | mol | NR2E3 ag-1 | hiPSC survival | MITF TRPM1 inh | Peg3 promoter | Shn3 inh set2 | HIF-2a block | CF NFkB inh | NR2E3 ag-2 | KKLEB tox | TWEAK-Fn14 inh | aDG glyco act
2 | CN(Cc1ccc(F)cc1)C(=O)CN1CCN(S(=O)(=O)c2ccc3c(c2)OCCCO3)CC1 | nt | -2.4 | nt | 13.1 | -14.2 | 10.7 | 15.8 | 32.9 | -16.7 | 6.5 | 0.3
3 | CC(=O)c1ccc(NC(=O)COc2ccccc2C(=O)Nc2ccc(C)cn2)cc1 | -1.3 | 0.7 | -3.1 | -8.8 | 5.1 | -29.5 | -1.5 | 3.1 | 3.4 | -7.3 | -0.1

Next structures
17	O=C(c1cc(-c2ccc3c(c2)OCO3)on1)N1CCN(c2ccccc2)CC1
18	O=C1[C@@H]2[C@@H]3C[C@@H]([C@H]4ON=C(c5ccc(Cl)cc5)[C@@H]34)[C@@H]2C(=O)N1C1CCCCC1
19	Cc1cnc2ncc3sccc3c2c1
20	Cc1csc(NC(=O)C2CCN(S(=O)(=O)c3ccc4c(c3)oc(=O)n4C)CC2)n1
21	CCc1nc2oc3ccccc3c(=O)c2c(=O)n1-c1ccc(C)cc1
22	O=C(Oc1c(-c2ccccc2)c(=O)n2c3c(cccc13)CC2)c1cccc([N+](=O)[O-])c1
23	CCc1ccc(-c2nn(-c3ccccc3C)cc2C(=O)N2CCN(C3CCS(=O)(=O)C3)CC2)cc1 (stereo not drawn)
24	COc1ccc(-c2cc(C(F)(F)F)n3nc(C(=O)N4CCCC4)cc3n2)cc1

entry no.	17	18	19	20	21	22	23	24
NR2E3 ag-1	5.4	0.9	0.5	-1.1	0.8	4.7	1.8	2.3
hiPSC survival	0.2	2.2	2.1	-0.3	-0.4	0.4	-0.4	-2.0
MITF TRPM1 inh	-57.8	-3.5	0.0	3.7	nt	-11.5	3.6	4.4
Peg3 promoter	-298.4	10.8	2.5	1.2	-287.5	15.4	-4.1	-31.9
Shn3 inh set2	-83.9	44.7	-4.2	5.7	-113.0	-18.2	13.1	-10.8
HIF-2a block	-259.6	4.8	5.2	2.0	-246.9	27.2	3.5	-23.2
CF NFkB inh	10.4	4.7	-19.3	0.7	-8.1	33.0	9.3	9.0
NR2E3 ag-2	-58.8	-5.8	-11.9	17.4	-217.5	-52.5	-18.7	-21.3
KKLEB tox	-5.5	3.6	-1.3	-0.2	-1.5	-3.0	2.4	-8.4
TWEAK-Fn14 inh	21.8	21.3	9.3	-25.0	-29.2	30.1	-8.6	-25.4
aDG glyco act	0.1	0.2	0.4	-0.2	0.2	-0.1	0.2	0.3

25	Clc1ccc(CSc2nnc(-c3ccncc3)o2)c(Cl)c1
26	COc1ccc(CNC(=O)C2CCN(S(=O)(=O)c3ccc4nc5c(c(C(=O)O)c4c3)CC(C)CC5)CC2)cc1 (stereo not drawn)
27	O=C(O)c1ccc(CSc2n[nH]c(-c3ccco3)n2)cc1
28	Cc1ccc(N=Cc2nc(/C=C/c3cccc([N+](=O)[O-])c3)oc2O)cc1
29	COc1cc2c(cc1OC)-c1cc(N3CCCCCC3)nc(=O)n1CC2
30	Cc1cc(NS(=O)(=O)c2ccc(NC(=O)Nc3ccccc3)cc2)no1
31	CN(CCc1ccccc1)C(=O)c1ccc(NC(=O)Cc2ccc(NC(=O)C3CCCN(C(=O)C4CCCC4)C3)cc2)cc1 (stereo not drawn)
32	CCCc1cc(NCc2ccccn2)n2c(nc3ccccc32)c1C#N

entry no.	25	26	27	28	29	30	31	32
NR2E3 ag-1	0.2	-1.2	1.3	2.1	4.3	0.1	nt	-0.7
hiPSC survival	3.8	0.0	-0.6	2.3	0.7	3.3	-0.3	-0.7
MITF TRPM1 inh	-17.2	-7.2	7.9	3.6	-17.1	9.3	5.5	-13.5
Peg3 promoter	6.5	-4.3	-5.6	24.5	11.8	-8.7	-10.5	27.2
Shn3 inh set2	-5.1	-26.2	9.6	-23.2	-5.5	-1.2	28.7	34.5
HIF-2a block	-37.1	3.2	28.8	4.9	-18.6	-5.6	-2.5	8.8
CF NFkB inh	-0.7	-9.3	16.4	7.1	14.9	6.8	1.4	-1.5
NR2E3 ag-2	24.6	-3.3	6.1	0.5	-17.4	15.6	-15.0	-36.1
KKLEB tox	12.2	3.8	-5.4	-7.6	-7.3	-5.2	5.4	-3.7
TWEAK-Fn14 inh	-18.1	18.2	12.3	1.4	-24.0	-26.0	4.5	28.1
aDG glyco act	0.0	-0.4	0.1	-0.1	-0.1	-0.1	-0.1	0.1

33	O=C(NC12CC3CC(CC(C3)C1)C2)c1cc2nc(-c3ccco3)cc(C(F)(F)F)n2n1
34	Cc1cc(C)n2nc(SCC(=O)N3CCCCC3C)nc2n1 (stereo not drawn)
35	O=C(O)CCc1ccc(S(=O)(=O)Nc2ccccc2N2CCCCC2)cc1
36	O=c1cn[nH]c2ccccc12
37	O=C(NCc1ccccn1)c1ccc(NS(=O)(=O)c2ccccc2)cc1

entry no.	33	34	35	36	37
NR2E3 ag-1	-1.4	nt	nt	0.0	3.9
hiPSC survival	4.7	0.6	0.0	0.0	-0.5
MITF TRPM1 inh	-13.8	nt	3.3	7.9	3.2
Peg3 promoter	25.9	-15.7	11.2	4.3	8.5
Shn3 inh set2	31.5	-5.2	2.8	-24.7	0.0
HIF-2a block	5.0	1.2	-10.2	17.4	-2.1
CF NFkB inh	30.7	-7.6	-7.6	-11.0	-22.5
NR2E3 ag-2	-2.9	-0.6	-3.1	-33.0	9.5
KKLEB tox	-10.2	13.1	-2.5	-32.2	11.0
TWEAK-Fn14 inh	0.7	4.0	-8.6	-2.8	-23.2
aDG glyco act	0.3	-0.2	-0.1	0.5	-0.1

A draw from above in order of heavy-atom count, lowest first:
36	O=c1cn[nH]c2ccccc12
27	O=C(O)c1ccc(CSc2n[nH]c(-c3ccco3)n2)cc1
34	Cc1cc(C)n2nc(SCC(=O)N3CCCCC3C)nc2n1 (stereo not drawn)
29	COc1cc2c(cc1OC)-c1cc(N3CCCCCC3)nc(=O)n1CC2
35	O=C(O)CCc1ccc(S(=O)(=O)Nc2ccccc2N2CCCCC2)cc1
33	O=C(NC12CC3CC(CC(C3)C1)C2)c1cc2nc(-c3ccco3)cc(C(F)(F)F)n2n1
26	COc1ccc(CNC(=O)C2CCN(S(=O)(=O)c3ccc4nc5c(c(C(=O)O)c4c3)CC(C)CC5)CC2)cc1 (stereo not drawn)
31	CN(CCc1ccccc1)C(=O)c1ccc(NC(=O)Cc2ccc(NC(=O)C3CCCN(C(=O)C4CCCC4)C3)cc2)cc1 (stereo not drawn)

entry no.	36	27	34	29	35	33	26	31
NR2E3 ag-1	0.0	1.3	nt	4.3	nt	-1.4	-1.2	nt
hiPSC survival	0.0	-0.6	0.6	0.7	0.0	4.7	0.0	-0.3
MITF TRPM1 inh	7.9	7.9	nt	-17.1	3.3	-13.8	-7.2	5.5
Peg3 promoter	4.3	-5.6	-15.7	11.8	11.2	25.9	-4.3	-10.5
Shn3 inh set2	-24.7	9.6	-5.2	-5.5	2.8	31.5	-26.2	28.7
HIF-2a block	17.4	28.8	1.2	-18.6	-10.2	5.0	3.2	-2.5
CF NFkB inh	-11.0	16.4	-7.6	14.9	-7.6	30.7	-9.3	1.4
NR2E3 ag-2	-33.0	6.1	-0.6	-17.4	-3.1	-2.9	-3.3	-15.0
KKLEB tox	-32.2	-5.4	13.1	-7.3	-2.5	-10.2	3.8	5.4
TWEAK-Fn14 inh	-2.8	12.3	4.0	-24.0	-8.6	0.7	18.2	4.5
aDG glyco act	0.5	0.1	-0.2	-0.1	-0.1	0.3	-0.4	-0.1

No enrichment for hits; overall some 4.4% were active at least once.
